Myeloid diff 2 – myeloid differentiation induction. ER-HoxA9 myeloid progenitors, lysozyme-GFP differentiation, flow cytometry. AID 624256. 360,000 tested, 1% active. calls only at 10 µM;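 active = normalized GFP-positive differentiation at or above the plate's own cutoff, the solvent-only control mean plus 3 SD; inconclusive = no clear call, values can overlap the other calls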;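 note: cells exposed to compound for four days before flow analysis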
Dengue-2 NS5 capping – flavivirus cap methylation enzyme inhibition – biochemical, confirmation dose response, primary screen (AID 588689). inhibition, % at 25 µM; hits with a dose series show IC50 in µM. 340,000 tested, 0.3% active. Dengue-2 NS5 methyltransferase capping enzyme assay, biochemical; higher % means a stronger effect; in the data active = a potency from the dose series; inconclusive = inhibition above about 29% without an active follow-up result
Dengue-2 NS5 capping pilot replicate – second read-out of Dengue-2 NS5 capping, no call of its own (marks repeat the call); inhibition, %; measured here: pilot screen replicate inhibition
Myeloid diff 2 GFP+ MAC1+ % – second read-out of Myeloid diff 2, no call of its own (marks repeat the call); GFP+ MAC1+ double positive, %; measured here: differentiation confirmed by MAC1 staining
Active calls of the source: *; i = inactive; ? = inconclusive. Only part of the results is shown. The share of hits here may be higher or lower than overall.

SMILES	Myeloid diff 2	Myeloid diff 2 GFP+ MAC1+ %	Dengue-2 NS5 capping	others
Cc1ccc(N2C(=O)N(CC(=O)Nc3cccc([N+](=O)[O-])c3C)C(=O)C2C)cc1 (stereo unspecified)	i	0.8	-0.7%
CC1=C(C(=O)N(C)C)CC(CC(=O)NCCCCc2ccccc2)C(=O)N1CCC1=CCCCC1 (stereo unspecified)	i	1.1	-2.3%
COc1cc(OC)cc(C(=O)NNC(=O)CCc2nc3ccccc3c(=O)[nH]2)c1	i	0.2	-3.8%
CCOc1ccc(C(=O)N[C@H](C(=O)NC2CCCCC2)C(C)C)cc1	i	1.1	-5.0%
Cc1ccc(SCC(=O)OCC(=O)NCCCc2ccccc2)cc1	i	0.4	2.2%
CN1CCN(c2ccc(S(=O)(=O)N3CCCCC3)cc2NC(=O)/C=C/c2ccc(OC(F)F)cc2)CC1	i	2.7	-7.3%
COc1ccccc1C(=O)NCCC(=O)NCC1COc2ccccc2O1 (stereo unspecified)	i	0.8	2.9%
CCCCCCN1C[C@@H](n2cc(-c3ccc(F)cc3)nn2)[C@H](O)C[C@@H]1c1ccc(Cl)cc1	i	0.9	0.6%
O=C1COc2ccc(C(=O)COC(=O)CNS(=O)(=O)c3cccc(F)c3)cc2N1	i	0.2	1.5%
CCOC(=O)c1ccc(NC(=O)CCCN2C(=O)NC3(CCCC3)C2=O)cc1	i	1.0	-6.5%
COc1ccc(NC(=O)CCNC(=O)c2ccc([N+](=O)[O-])cc2)cc1S(=O)(=O)N1CCOCC1	i	0.9	-1.5%
C[C@@H]1CN([C@@H](C)CO)C(=O)CCCn2nncc2CO[C@@H]1CN(C)S(=O)(=O)c1cn(C)cn1	i	1.7	2.8%
CCCN(CC(=O)Nc1ccc(F)c(F)c1F)C(=O)c1ccc(=O)n(Cc2ccccc2)n1	i	0.9	-0.7%
Cc1noc(C)c1NC(=O)Nc1ccc2c(c1)C(=O)N([C@H](C)CO)C[C@H](C)[C@@H](CN(C)S(=O)(=O)c1c(C)noc1C)O2	i	2.0	4.0%
CC(C)COC(=O)N(C)C[C@@H]1OCc2cnnn2CCCC(=O)N([C@@H](C)CO)C[C@H]1C	i	1.5	-3.4%
CC1CCC(NC(=O)CN2C(=O)C3CC=CCC3C2=O)CC1 (stereo unspecified)	i	0.5	-1.1%
O=C(CN1CCN(S(=O)(=O)c2ccc(Cl)cc2)CC1)NCc1cccs1	i	1.2	-0.7%
CC(C)OCCCn1c(SC(C)C(=O)NCC2CCCO2)nc2cc(Cl)ccc2c1=O (stereo unspecified)	i	0.1	5.1%
COc1ccc(CN([C@H](C)CO)S(=O)(=O)N(Cc2ccccc2)[C@H](CO)C(C)C)cc1	i	2.0	-2.4%
CCCn1c(=O)c2c(ncn2C)n(CCC)c1=O	i	1.6	-1.5%
O=C(c1ccc(-c2ccccc2Cl)o1)N1CCC1	i	0.7	-5.8%
COc1ccc2[nH]c3c(c2c1)CCN1C(=O)C(CC(=O)NCc2ccc(OC)c(OC)c2)C[C@H](C(=O)N2CCCCC2)[C@@]31CCc1ccccc1 (stereo partly specified)	i	0.4	-9.1%
CC1CC(C)(C)CC2(C1)NC(=O)N(CC(=O)Nc1ccc3[nH]c(=O)[nH]c3c1)C2=O (stereo unspecified)	i	0.6	2.2%
COc1ccccc1C(=O)NCC(=O)NCCC(c1ccccc1)c1ccccc1	i	0.1	6.6%
COc1ccc(NC(=O)COC(=O)c2c(NC(C)=O)sc(C)c2C)cc1	i	0.8	-10.3%
CC1CCCN(CC(=O)NNC(=O)COc2ccc(Br)cc2)C1 (stereo unspecified)	i	0.1	-8.4%
O=C(/C=C/c1ccc(OC(F)F)cc1)OCC(=O)N1CCC(c2ccccc2)=N1	i	0.2	4.8%
COc1ccc(NC(=O)COC(=O)c2ccc(S(=O)(=O)N3CCCC3)cc2)cc1OC	i	0.2	-10.8%
Cc1cccc(C(=O)N(C)c2nnc(-c3ccncc3)s2)c1	i	0.2	-1.6%
O=C(CCCNC(=O)c1ccc(Cl)cc1)OCc1cccc(Br)c1	i	0.2	-4.3%
NCCCNCCCCNCCCN	i	6.4	-4.2%
CCN(CC(=O)Nc1ccccc1OC)C(=O)COc1ccc(C#N)cc1	i	1.3	-2.9%
O=C(/C=C/c1cccs1)c1ccco1	i	0.5	-5.4%
CC(NC(=O)COC(=O)C12CC3CC(CC(Br)(C3)C1)C2)c1ccccc1 (stereo unspecified)	i	1.3	0.8%
COc1ccc(OC)c(-c2csc(NC(=O)COC(=O)c3ccc(NC(=O)CC#N)cc3)n2)c1	i	1.1	-8.1%
COc1ccccc1NS(=O)(=O)c1cc(C(=O)NCc2ccncc2)ccc1C	i	0.4	-8.0%
COc1ccc(S(=O)(=O)N(C)C[C@H]2Oc3ccc(NC(=O)NC(C)C)cc3C(=O)N([C@H](C)CO)C[C@@H]2C)cc1	i	2.5	-5.5%
CC1CCC2(CC1)NC(=O)N(CC(=O)Nc1cccc(S(=O)(=O)N3CCCCC3)c1)C2=O (stereo unspecified)	i	0.5	-0.7%
Cc1ccc(NC(=O)CN(C)C(=O)COC(=O)COc2cc(C)cc(C)c2)cc1	i	0.8	-8.1%
CCC(CC)CN1CCN=C1Nc1ccccc1	i	0.9	-4.1%
COc1ccc(C#Cc2cnc3c(c2)C(=O)N([C@H](C)CO)C[C@H](C)[C@@H](CN(C)C(=O)Nc2cccc(OC)c2)O3)cc1	i	1.4	-6.6%
CC1CCC(NC(=O)C2COc3ccccc3O2)CC1 (stereo unspecified)	i	0.6	-8.1%
CC(=O)Nc1ccc(NC(=O)C(NS(=O)(=O)c2ccc3c(c2)OCCO3)C(C)C)cc1 (stereo unspecified)	i	0.6	-8.1%
CCCCCCn1c(=O)n2n(c1=O)C[C@]1(OC(=O)NC3CCCC3)CN(S(=O)(=O)c3ccc(C)cc3)C[C@]1(O)C2	i	3.3	-8.0%
CCOC(=O)[C@H]1[C@H]2COc3ccc(C)cc3[C@@H]2N2C(=O)c3cc(Cl)ccc3NC(=O)[C@@]12C	i	1.5	0.0%
CC(C)C(NC(=O)CN(c1ccc2c(c1)OCCO2)S(=O)(=O)c1ccccc1)C(C)C	i	0.8	6.9%
CCOC(=O)c1c(-c2ccco2)csc1NC(=O)COC(=O)c1cnccn1	i	0.5	-8.1%
C[C@H](CO)N1C[C@H](C)[C@H](CN(C)C(=O)Nc2ccc(C(C)(C)C)cc2)OCc2cnnn2CCCC1=O	i	0.7	-4.4%
COc1ccc(S(=O)(=O)N2CCC3(CC2)OCCN3S(=O)(=O)c2c(C)cc(C)cc2C)cc1	i	0.7	0.7%
COCn1ccnc1C(=O)c1ccco1	i	0.3	5.1%
c1ccc(C[n+]2ccc3ccccc3c2)cc1	i	4.3	-7.7%
CCCNC(=O)COC(=O)C1CCN(S(=O)(=O)c2ccc3c(c2)OCCO3)CC1	i	0.7	2.2%
CCCc1cc(-c2ccc3c(c2)COc2c4ccccc4nn2-3)on1	i	1.0	0.0%
CCOC(=O)c1c(NC(=O)COC(=O)CCOc2cc(C)ccc2C)sc(C(=O)N(C)C)c1C	i	1.1	-2.2%
Nc1cccc(CP(=O)(c2ccccc2)c2ccccc2)c1	i	1.2	2.6%
CCOc1ncccc1C(=O)OCC(=O)Nc1nnc(-c2ccccc2)o1	i	0.4	-2.9%
CC1=Nc2nc(N3CCCCCC3)c(C#N)c3c4c(nc(c23)N1)N(c1ccc2ccccc2c1)C(=O)C4	i	0.5	24.1%
Cc1ccnc(NC(=O)C2CC(=O)N(Cc3ccccc3)C2)c1 (stereo unspecified)	i	0.5	-5.2%
Cc1ccc(S(=O)(=O)NCCC2=CCCCC2)cc1	i	1.1	0.7%
COc1ccccc1CNC(=O)COC(=O)/C=C/c1ccc(OC(F)F)c(OC)c1	i	0.2	2.9%
Next section
SMILES	Myeloid diff 2	Myeloid diff 2 GFP+ MAC1+ %	Dengue-2 NS5 capping	others
CC1CCN(S(=O)(=O)c2ccc(NC(=O)C3CCCCC3C(=O)O)cc2)CC1 (stereo unspecified)	i	0.7	-2.2%
CCN(c1ccccc1)S(=O)(=O)c1cc(C(=O)OCC(=O)c2c(N)n(C)c(=O)n(C)c2=O)ccc1C	i	0.2	-0.8%
CC(=O)N/C(=C\c1ccccc1)C(=O)OCC(=O)N(C)C1CCS(=O)(=O)C1 (stereo unspecified)	i	0.6	-8.5%
CN1CCC2CC1c1cc(-c3ccc(C(F)(F)F)cc3)ccc12 (stereo unspecified)	i	1.4	-4.6%	Dengue-2 NS5 capping pilot replicate=-2.5
CS(=O)(=O)N1CCC(NC(=O)Nc2ccc(OC(F)(F)F)cc2)CC1	i	1.1	0.8%
O=C(COC(=O)CNC(=O)c1ccccc1F)Nc1ccc2c(c1)OCO2	i	0.1	-3.8%
CC(=O)c1cccc(NC(=O)CSc2ccc(-c3cccnc3)nn2)c1	i	0.7	-10.0%
Cc1nn(-c2ccccc2)c(C)c1NC(=O)COC(=O)CCOc1ccccc1	i	0.5	-5.8%
CC1CCCCC12NC(=O)N(CC(=O)OCc1cccc(F)c1)C2=O (stereo unspecified)	i	0.3	-6.2%
Cc1ccccc1-c1cc(C(=O)NCc2cccs2)n(CC2CC(c3cccnc3)=NO2)n1 (stereo unspecified)	i	1.1	-6.8%
CNC(=O)C[C@@H]1C(=O)N(c2ccc(Br)cc2)CC1(C)C	i	0.4	-1.2%
COc1ccc2sc(N(CCCN(C)C)C(=O)c3ccc(S(=O)(=O)N(C)C4CCCCC4)cc3)nc2c1	i	1.1	-3.6%
Cc1ccc(C(=O)OCC(=O)NC2CCCc3ccccc32)o1 (stereo unspecified)	i	1.2	-2.9%
Cc1ccccc1-c1nc2c(s1)CCc1onc(-c3cccc([N+](=O)[O-])c3)c1-2	i	0.9	0.0%
O=C(/C=C/c1cccc([N+](=O)[O-])c1)OCC(=O)N1CCCCC1	i	0.5	-2.9%
CCN(CC)S(=O)(=O)c1ccc(NC(=O)CSc2nc3nc(C)cc(C)c3c(=O)[nH]2)cc1	i	1.6	2.2%
O=c1ccc(S(=O)(=O)N2CCCC2)cn1Cc1ccc(F)cc1	i	0.8	-2.2%
Cc1ccc(S(=O)(=O)Nc2ccc3cc([N+](=O)[O-])ccc3c2[N+](=O)[O-])cc1	i	1.3	-2.3%
CCN(C(=O)COC(=O)c1cc2c(s1)CCCC2)c1c(N)n(Cc2ccccc2)c(=O)[nH]c1=O	i	1.3	2.3%
CCOC(=O)C[C@H]1c2ccccc2S(=O)(=O)N1Cc1ccc(Cl)cc1	i	1.9	0.7%
CC(C)NC(=O)N(C)C[C@@H]1OCc2cn(nn2)CCCC(=O)N([C@H](C)CO)C[C@H]1C	i	0.6	-6.2%
Cc1cccc2c(=O)n(C(=O)c3ccccc3)c(N)nc12	i	0.3	-0.6%
CC(=O)c1cccc(NC(=O)C(C)OC(=O)CN2C(=O)NC(C)(C)C2=O)c1 (stereo unspecified)	i	0.4	12.4%
CCCCn1c(N)c(N(CC(C)C)C(=O)c2ccc(Br)o2)c(=O)[nH]c1=O	i	0.8	-2.2%
O=S(=O)(Nc1cc(Cl)ccc1-n1cncn1)c1ccc(F)cc1	i	0.2	-9.2%
O=C(COc1ccccc1)Nc1ccccc1C(=O)NC1CC1	i	0.5	1.5%
C=C(c1cn(C(C)=O)c2ccccc12)c1cn(C(C)=O)c2ccccc12	i	2.0	?
O=C(Cc1ccc(NC(=O)C2CCCN(C(=O)C3CCC3)C2)cc1)Nc1ccc(C(=O)N2CCOCC2)cc1 (stereo unspecified)	i	1.0	-6.6%	Dengue-2 NS5 capping pilot replicate=0.0
Cc1cccc(N(Cc2ccccc2)C(=O)c2cc(S(=O)(=O)N3CCOCC3)ccc2F)c1	i	0.7	-2.2%
CCc1ccc(S(=O)(=O)NCC2(N3CCOCC3)CCCCC2)cc1	i	0.8	-10.5%
Cc1ccc(C=NNC(=O)c2cc(-c3cccnc3)nc3ccccc23)o1	i	1.0	-2.3%

Source: PubChem
